Bioassay records from PubChem BioAssay.
p53 PUMA act = mutant p53 pathway re-activators, primary screen, cell-based, SW480, luciferase, single point, HTS; SW480 PUMA-promoter luciferase, p53 mutant reactivation; activation, % at 9.98 µM; 1.5% of 28,000 active; in the data active = activation above about 52%; inconclusive = no clear call, values can overlap the other calls
STK33 inh = STK33 kinase inhibitors, primary screen, biochemical, luminescence, ADP-Glo, MBP substrate | inhibition, % at 12.5 µM | 0.44% of 27,000 active | AID 2322, 2010; in the data active = inhibition above about 20%; inconclusive = no clear call, values can overlap the other calls
Target sequence (Q9BYT3 whole entry, looked up): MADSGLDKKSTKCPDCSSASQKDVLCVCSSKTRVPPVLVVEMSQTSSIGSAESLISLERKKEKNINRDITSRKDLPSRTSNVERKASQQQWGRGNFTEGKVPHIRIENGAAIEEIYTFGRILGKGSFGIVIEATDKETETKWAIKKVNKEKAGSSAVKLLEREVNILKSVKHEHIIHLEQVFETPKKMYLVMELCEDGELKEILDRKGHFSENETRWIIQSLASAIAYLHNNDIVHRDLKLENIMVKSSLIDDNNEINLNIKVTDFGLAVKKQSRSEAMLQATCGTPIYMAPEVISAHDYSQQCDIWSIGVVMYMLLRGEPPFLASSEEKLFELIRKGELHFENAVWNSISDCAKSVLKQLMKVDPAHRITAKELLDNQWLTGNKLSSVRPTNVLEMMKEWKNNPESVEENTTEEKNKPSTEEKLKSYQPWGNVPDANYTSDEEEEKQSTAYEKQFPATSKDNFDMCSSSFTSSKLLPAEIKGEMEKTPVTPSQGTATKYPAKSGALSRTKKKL
* = called active by the depositor; ? = inconclusive; . = not tested or not shown; & = joins results of further samples.

The opening two entries, to show the layout:
Every second line gives: p53 PUMA act | STK33 inh
C[C@@H]1CN([C@@H](C)CO)C(=O)CCCn2nncc2CO[C@H]1CN(C)Cc1ccccc1C(F)(F)F
    . | 0
C[C@@H]1CN([C@H](C)CO)C(=O)c2cc(NS(=O)(=O)c3ccc(Cl)cc3)ccc2O[C@H]1CN(C)Cc1ccc(-c2ccccc2)cc1
    . | 1

This part in full, previewed entries included:
Every second line gives: p53 PUMA act | STK33 inh
C[C@@H]1CN([C@@H](C)CO)C(=O)CCCn2nncc2CO[C@H]1CN(C)Cc1ccccc1C(F)(F)F
    . | 0
C[C@@H]1CN([C@H](C)CO)C(=O)c2cc(NS(=O)(=O)c3ccc(Cl)cc3)ccc2O[C@H]1CN(C)Cc1ccc(-c2ccccc2)cc1
    . | 1
CC(C)NC(=O)Nc1ccc2c(c1)CC(=O)N([C@@H](C)CO)C[C@H](C)[C@@H](CN(C)C(=O)Nc1ccc3c(c1)OCO3)O2
    . | 0
CC(=O)O[C@]1(C(C)=O)CCC2C3C=C(C)C4=CC(=O)CCC4(C)C3CCC21C (some centres not stated)
    . | -4
O=C(NCc1ccccn1)Nc1ccc(F)cc1F
    34 | -5
C[C@H](CO)N1C[C@H](C)[C@@H](CN(C)S(=O)(=O)c2cn(C)cn2)Oc2ccc(NC(=O)CCN3CCOCC3)cc2CC1=O
    15 | .
O=C(NCc1ccccc1)[C@@]1(Cc2ccccc2)COC(c2ccc(OCCCO)cc2)=N1
    . | 10
OC[C@H]1O[C@@H](n2cnc3c(N[C@H]4CCC[C@@H]4O)ncnc32)[C@H](O)[C@@H]1O
    -5 | .
Cc1ccc(S(=O)(=O)N(C)C[C@@H]2Oc3ncc(Br)cc3C(=O)N([C@H](C)CO)C[C@@H]2C)cc1
    . | 2
O=C1c2cc(O)cc(O)c2C(=O)c2c(O)cc(CO)cc21
    28 | 8
C[C@@H]1CCCCO[C@H](CN(C)Cc2ccc3c(c2)OCO3)[C@@H](C)CN([C@@H](C)CO)C(=O)c2cc(NC(=O)NC3CCCCC3)ccc2O1
    -16 | .
CCn1c(SCC(=O)Nc2cccc3ccccc23)nnc1-c1ccco1
    27 | -2
c1ccc(-c2noc(CSc3nnc(C4CC4)n3-c3ccccc3)n2)cc1
    -6 | 5
C[C@H]1CN([C@@H](C)CO)C(=O)c2cc(-c3cccnc3)cnc2O[C@H]1CN(C)C(=O)NC1CCCC1
    5 | .
O=C(C[C@@H]1C[C@@H]2c3cc(NS(=O)(=O)c4ccc(F)cc4)ccc3O[C@@H]2[C@@H](CO)O1)NCc1cccnc1
    1 | .
[N-]=[N+]=Nc1ccccc1C[C@]1(C(=O)N2CCOCC2)N=C(c2ccc(OCCCO)cc2)O[C@H]1c1ccccc1
    . | 0
Cc1ccc(S(=O)(=O)N(C)C[C@H]2Oc3ccc(NC(=O)NC(C)C)cc3CC(=O)N([C@@H](C)CO)C[C@@H]2C)cc1
    . | 1
N#C/C(=C\c1ccc(O)c(O)c1)C(=O)Nc1ccccc1
    ? | 7
CCc1c(C)c(C#N)c2[nH]c3ccccc3n2c1=O
    -68 | .
Cc1ccc(S(=O)(=O)c2nc(SCC(=O)c3ccc(Cl)cc3)sc2Cl)cc1
    8 | 2

Other entries follow:
Every second line gives: p53 PUMA act | STK33 inh
C[C@@H]1CCCCO[C@@H](CN(C)S(=O)(=O)c2ccccc2)[C@@H](C)CN([C@H](C)CO)C(=O)c2cc(NS(C)(=O)=O)ccc2O1
    2 | 1
CN(C)C(=O)Oc1cccc([N+](C)(C)C)c1
    11 | -2
C[C@@H]1CN([C@@H](C)CO)C(=O)c2cc(NS(=O)(=O)c3ccc(F)cc3)ccc2O[C@@H]1CN(C)S(=O)(=O)c1cn(C)cn1
    . | -3
CC(C)NC(=O)Nc1ccc2c(c1)CC(=O)N([C@H](C)CO)C[C@@H](C)[C@@H](CN(C)Cc1ccc(-c3ccccc3)cc1)O2
    0 | -4
C[C@@H]1CN([C@@H](C)CO)C(=O)c2cc(NC(=O)C3CC3)ccc2O[C@H]1CN(C)C(=O)Nc1ccc(F)cc1
    9 | .
O=C(COc1ccc(Cl)cc1Cl)Nc1ccc(O)c(-c2nc3ccccc3s2)c1
    -11 | 5
CN1CCc2cc3c(cc2C(=O)Cc2ccc4c(c2C1)OCO4)OCO3
    4 | -1&3
COc1ccc(S(=O)(=O)Nc2cccc3c2O[C@H](CN(C)S(=O)(=O)c2cn(C)cn2)[C@H](C)CN([C@@H](C)CO)C3=O)cc1
    11 | .
C=CCn1c(=S)sc2c(=O)n(/N=C/c3ccc(Cl)cc3Cl)c(C)nc21
    1 | .
CC(=O)NCCc1nc2cc(NC(=O)Nc3ccccc3)ccc2n1C
    3 | 3
Cc1ccc(S(=O)(=O)Nc2ccc3c(c2)CC(=O)N([C@H](C)CO)C[C@@H](C)[C@H](CN(C)C(=O)Nc2c(C)noc2C)O3)cc1
    6 | 2
NC(=O)C1CCN(C(=O)CSc2nc3c(c(-c4ccccc4)n2)CCCC3)CC1
    15 | -6
COc1ccccc1S(=O)(=O)N(C)C[C@H]1OCc2cnnn2CCCC(=O)N([C@@H](C)CO)C[C@H]1C
    . | 0
C[C@H](CO)N1C[C@H](C)[C@H](CN(C)C(=O)Nc2ccccc2)Oc2ccc(NC(=O)Cc3cn(C)c4ccccc34)cc2C1=O
    -5 | -1
C=C1C(=O)O[C@H]2C1[C@H](OC(=O)/C(=C/CO)COC(=O)/C(C)=C/CO)CC(=C)[C@@H]1CC(=O)[C@@H](C)[C@@H]12 (some centres not stated)
    -14 | -1
COc1ccc(NC(=O)Nc2cccc3c2O[C@H](CN(C)C(=O)Nc2ccccc2)[C@@H](C)CN([C@@H](C)CO)C3=O)cc1
    21 | .
O=c1[nH][nH]c(=O)n1CCCc1cc2cccc3ccc4cccc1c4c32
    . | 2
C[C@H]1CN([C@@H](C)CO)C(=O)c2cc(N(C)C)ccc2O[C@H]1CN(C)C(=O)Nc1ccc(F)cc1
    0 | .
COc1cc(=O)n(C)c2c(OCC(O)C(C)(C)O)cccc12 (configuration not stated)
    7 | -6
COc1ccc(N(C(C)=O)S(=O)(=O)c2cc(OC)ccc2OC)cc1
    -2 | -6

Other entries
Every second line gives: p53 PUMA act | STK33 inh
C[C@@H]1CN([C@@H](C)CO)C(=O)c2cc(C3=CCCC3)cnc2O[C@H]1CN(C)Cc1ccc(F)cc1
    -8 | .
Cc1ccc(S(=O)(=O)N(CC(=O)O)c2ccc(C)c(C)c2)cc1
    5 | -3
C[C@@H]1CN([C@H](C)CO)C(=O)c2cc(NC(=O)NC3CCCCC3)ccc2O[C@@H]1CN(C)Cc1ccncc1
    4 | .
CC(C)C#Cc1ccc2c(c1)O[C@H](CN(C)Cc1ccncc1)[C@@H](C)CN([C@@H](C)CO)S2(=O)=O
    -48 | .
Cc1ccc(CN(CC(=O)O)S(=O)(=O)c2c(C)cc(C)cc2C)cc1
    7 | -1
Cc1noc(C)c1NC(=O)N(C)C[C@H]1OCCCC[C@@H](C)Oc2ccc(NC(=O)CCC(F)(F)F)cc2C(=O)N([C@H](C)CO)C[C@@H]1C
    6 | -1
CCCN(C)C[C@@H]1OCCCC[C@@H](C)Oc2ccc(NC(=O)Nc3ccc(C(F)(F)F)cc3)cc2C(=O)N([C@H](C)CO)C[C@@H]1C
    . | 2
C[C@@H]1CN([C@@H](C)CO)S(=O)(=O)c2ccc(-c3ccncc3)cc2O[C@@H]1CN(C)Cc1ccc(Oc2ccccc2)cc1
    -37 | .
C[C@@H]1CN([C@@H](C)CO)C(=O)Cc2cc(NS(=O)(=O)c3cccs3)ccc2O[C@H]1CN(C)CC1CC1
    5 | .
Cc1ccc(NC(=O)CN(c2cccc(F)c2)S(C)(=O)=O)cc1
    0 | 5
O=C(OCc1cccc(C(=O)c2ccccc2)c1)c1ccc(-c2nnc(-c3ccccc3)o2)cc1
    71* | -1
C[C@@H]1CN([C@H](C)CO)C(=O)Cc2cc(NC(=O)Nc3ccccc3)ccc2O[C@@H]1CN(C)C(=O)Nc1ccc(F)cc1
    6 | -7
Clc1cccc(Cl)c1NC1=NCCN1
    . | 3&-2
Cc1ccc(-c2nnc3c4ccccc4c(C)nn23)cc1S(=O)(=O)NCc1cccnc1
    8 | 1
C[C@@H]1CN([C@@H](C)CO)C(=O)c2cccc(NS(=O)(=O)c3cn(C)cn3)c2O[C@H]1CN(C)C(=O)Nc1cccc2ccccc12
    -3 | .
C[C@H](CO)N1C[C@H](C)[C@@H](CN(C)Cc2ccc3c(c2)OCO3)Oc2ccc(NS(C)(=O)=O)cc2C1=O
    . | -1
C[C@@H]1CN([C@H](C)CO)C(=O)c2cc(NS(=O)(=O)c3cccs3)ccc2O[C@@H]1CN(C)C(=O)Nc1ccc2c(c1)OCO2
    1 | .
C[C@@H]1CCCCO[C@H](CN(C)C)[C@H](C)CN([C@@H](C)CO)C(=O)c2cc(NC(=O)C3CCCCC3)ccc2O1
    -11 | .
Cc1noc(C)c1NC(=O)Nc1ccc2c(c1)C(=O)N([C@H](C)CO)C[C@H](C)[C@@H](CN(C)C)O2
    1 | .
C[C@H]1CCCCO[C@H](CN(C)S(C)(=O)=O)[C@@H](C)CN([C@@H](C)CO)C(=O)c2cc(NS(=O)(=O)c3ccccc3)ccc2O1
    1 | .

Continued:
smiles	p53 PUMA act	STK33 inh
C[C@@H]1CN([C@@H](C)CO)C(=O)c2cc(-c3cccnc3)cnc2O[C@H]1CN(C)C(=O)Nc1ccccc1	13	.
CC(=O)c1ccc(-n2c(CCC(=O)O)ccc2-c2cccs2)cc1	?	-4
C[C@H]1CN([C@@H](C)CO)C(=O)c2cc(NC(=O)Nc3ccccc3)ccc2O[C@H]1CN(C)Cc1ccc(Cl)c(Cl)c1	.	1
Cc1noc(C)c1NC(=O)Nc1ccc2c(c1)C(=O)N([C@H](C)CO)C[C@H](C)[C@H](CN(C)C(=O)NC(C)C)OCCCC[C@@H](C)O2	1	-5
COc1ccc(NC(=O)CN(C2CCCCC2)S(=O)(=O)c2ccc(Cl)cc2)cc1	-8	-5
COc1cc(C(=O)N(Cc2ccco2)c2ccc(O)cc2)cc(OC)c1OC	-11	-1
C[C@H]1CN([C@@H](C)CO)C(=O)c2cc(NC(=O)NC3CCCCC3)ccc2O[C@H]1CN(C)C(=O)Nc1ccccc1	-1	-1
C[C@@H]1CN([C@H](C)CO)C(=O)c2cc(-c3ccccc3F)cnc2O[C@H]1CN(C)Cc1cccc(C(=O)O)c1	6	.
CC1OC(O[C@H]2[C@@H](O)C[C@@]3(C)C(CC[C@]4(C)C3CC=C3[C@@H]5CC(C)(C)CC[C@]5(C(=O)OC5OC(C)C(OC6OCC(OC7OCC(O)C(OC8OCC(O)C(O)C8O)C7O)C(O)C6O)C(O)C5O)CC[C@]34C)[C@]2(C)CO)C(O)C(OC2OC(CO)C(O)C(O)C2O)C1O (some centres not stated)	12	-2
C[C@@H]1CN([C@H](C)CO)C(=O)c2cccc(NS(=O)(=O)c3cccs3)c2O[C@H]1CN(C)Cc1ccc(C(F)(F)F)cc1	-2	.
CCn1c(SCC(=O)Nc2ccccc2C)nnc1-c1ccc(Br)cc1	-17	-5
COc1ccc(NC(=O)Nc2ccc3c(c2)CC(=O)N([C@H](C)CO)C[C@H](C)[C@H](CN(C)C(=O)NC2CCCCC2)O3)cc1	.	-1

Later entries.
smiles	p53 PUMA act	STK33 inh
Cc1ccc(S(=O)(=O)N(C)C[C@@H]2Oc3ccc(N(C)C)cc3CC(=O)N([C@@H](C)CO)C[C@H]2C)cc1	1	.
C[C@@H]1CN([C@H](C)CO)C(=O)CCCn2cc(nn2)CO[C@@H]1CN(C)C(=O)Cc1ccccc1	2	0
Cc1noc(C)c1NC(=O)Nc1ccc2c(c1)C(=O)N([C@H](C)CO)C[C@H](C)[C@H](CN(C)S(=O)(=O)c1cn(C)cn1)OCCCC[C@@H](C)O2	.	1
COc1ccccc1Nc1nc(N)nc(-c2oc3ccccc3c2C)n1	12	4
COc1ccccc1CNC(=O)C[C@@H]1C[C@H]2c3cc(NS(C)(=O)=O)ccc3O[C@H]2[C@H](CO)O1	7	.
Cc1noc(C)c1NC(=O)N(C)C[C@H]1Oc2ccc(NS(=O)(=O)c3ccc(Cl)cc3)cc2CC(=O)N([C@@H](C)CO)C[C@@H]1C	-8	2
COc1ccc(S(=O)(=O)N(C)C[C@H]2Oc3ccc(NS(=O)(=O)c4ccccc4)cc3C(=O)N([C@@H](C)CO)C[C@@H]2C)cc1	.	3
C[C@@H]1CN([C@@H](C)CO)C(=O)Cc2cc(NS(=O)(=O)c3ccc(Cl)cc3)ccc2O[C@@H]1CN(C)Cc1ccc2c(c1)OCO2	.	3
C[C@H](O)C#Cc1cnc2c(c1)C(=O)N([C@@H](C)CO)C[C@H](C)[C@@H](CN(C)Cc1cccc(F)c1)O2	-1	.
CC(C)NC(=O)Nc1ccc2c(c1)CC(=O)N([C@H](C)CO)C[C@H](C)[C@H](CN(C)C(=O)Nc1ccc3c(c1)OCO3)O2	.	-1
COc1cc(-c2nnc(SCC(=O)c3ccco3)n2C)cc(OC)c1OC	.	0
C[C@H]1OC(=O)c2c(O)ccc(O)c2[C@H]1O	2	-9
C[C@@H]1CN([C@H](C)CO)C(=O)CCCn2nncc2CO[C@H]1CN(C)C(=O)Nc1cccc(Oc2ccccn2)c1	.	-1
C[C@@H]1CN([C@@H](C)CO)C(=O)c2cccc(NC(=O)NC3CCCCC3)c2O[C@H]1CN(C)S(=O)(=O)c1ccc(Cl)cc1	2	.

Profiles, looked up by structure. Order of values: p53 PUMA act, STK33 inh
Record of Cc1ccc(S(=O)(=O)N(C)C[C@@H]2Oc3ccc(N(C)C)cc3CC(=O)N([C@@H](C)CO)C[C@H]2C)cc1 → 1, .
Record of CC(C)NC(=O)Nc1ccc2c(c1)CC(=O)N([C@H](C)CO)C[C@H](C)[C@H](CN(C)C(=O)Nc1ccc3c(c1)OCO3)O2 → ., -1
Record of Cc1noc(C)c1NC(=O)Nc1ccc2c(c1)C(=O)N([C@H](C)CO)C[C@H](C)[C@H](CN(C)S(=O)(=O)c1cn(C)cn1)OCCCC[C@@H](C)O2 → ., 1
Record of COc1ccccc1Nc1nc(N)nc(-c2oc3ccccc3c2C)n1 → 12, 4
Record of C[C@H](O)C#Cc1cnc2c(c1)C(=O)N([C@@H](C)CO)C[C@H](C)[C@@H](CN(C)Cc1cccc(F)c1)O2 → -1, .

An excerpt; count on the stated rates, not on these rows.
